# MEX-5 binding: MEX-5 zinc finger RNA-binding disruptors – biochemical, C. elegans, fluorescence polarization, MLPCN library, primary screen | Zinc finger protein mex-5 (Caenorhabditis elegans), Q9XUB2 | MEX-5/FITC-TCR2 RNA binding; hits give low values | activity score (negative = inhibition of binding), % at 10 µM | actives 0.38% (n = 300,000) | AID 1832, 2009;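 active = inhibition past about -25% in most replicates, and total fluorescence under double the plate's negative control median, limit read from the data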;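 note: 0% = DMSO and -100% = 5 µM competing unlabeled TCR2 RNA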
# GLD-1 RNA inh: GLD-1/TGE RNA complex disruptors, primary screen, biochemical, fluorescence polarization; purified GLD-1 + fluorescein TGE RNA; actives 0.44% (n = 320,000); Female germline-specific tumor suppressor gld-1 (Caenorhabditis elegans), Q17339; AID 2280, 2010; inhibition, % at 5.96 µM;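 active = percent inhibition above a per-plate cutoff, the plate mean of test compounds plus 3 SD, cut at about 30% in these data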;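 note: 0% = DMSO wells with GLD-1 and probe and 100% = wells lacking GLD-1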
# GRK2 aptamer HTS: compounds blocking aptamer binding on GRK2 – biochemical, human GRK2, bead flow cytometry, HTS, primary screen | AID 488847, 2010 | inhibition of aptamer binding, % at 10 µM | FAM-aptamer displacement from GRK2 | actives 0.59% (n = 330,000) | Beta-adrenergic receptor kinase 1 (Homo sapiens), P25098;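 active = inhibition of aptamer binding above 40%, roughly 3 SD of noise, on plates passing a quality check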;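 note: median bead fluorescence of bound FAM aptamer so fluorescent compounds give negative values; no value below 0 was filed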
# Target sequence (P25098 whole entry, looked up): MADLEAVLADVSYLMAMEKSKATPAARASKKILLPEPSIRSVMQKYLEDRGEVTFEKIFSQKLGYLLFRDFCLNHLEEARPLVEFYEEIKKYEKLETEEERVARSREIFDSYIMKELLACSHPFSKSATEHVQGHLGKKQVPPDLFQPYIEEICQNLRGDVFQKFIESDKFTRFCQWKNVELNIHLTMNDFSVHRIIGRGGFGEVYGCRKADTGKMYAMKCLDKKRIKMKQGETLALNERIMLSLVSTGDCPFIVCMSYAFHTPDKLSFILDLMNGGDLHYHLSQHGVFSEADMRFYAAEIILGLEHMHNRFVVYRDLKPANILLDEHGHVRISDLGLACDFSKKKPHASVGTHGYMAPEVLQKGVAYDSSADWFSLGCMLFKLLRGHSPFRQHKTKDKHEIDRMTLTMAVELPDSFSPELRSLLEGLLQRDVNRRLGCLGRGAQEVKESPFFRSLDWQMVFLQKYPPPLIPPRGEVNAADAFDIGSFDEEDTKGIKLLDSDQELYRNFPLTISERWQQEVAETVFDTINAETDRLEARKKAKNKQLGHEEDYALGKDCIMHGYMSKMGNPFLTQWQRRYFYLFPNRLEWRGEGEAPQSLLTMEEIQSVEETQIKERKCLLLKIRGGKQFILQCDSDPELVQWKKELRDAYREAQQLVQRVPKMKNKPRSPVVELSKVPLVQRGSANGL
# MCL1 BIM primary: inhibitors of MCL1 binding to BIM-BH3, primary screen, biochemical, fluorescence polarization; Induced myeloid leukemia cell differentiation protein Mcl-1 (Homo sapiens), Q07820; GST-MCL1 / FITC-Bim-BH3 fluorescence polarization; inhibition, % at 10.9 µM; actives 0.68% (n = 320,000); AID 2057, 2009;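 active = inhibition above the mean inhibition of all tested compounds plus 3 SD, set per campaign, cut at about 40% in these data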;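 note: 0% = DMSO wells and 100% = unlabeled Bim-BH3 peptide control; higher means more loss of mP so more displacement of Bim peptide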
# Efflux pump mplx: inhibitors of Candida efflux pumps in yeast, primary screen, S. cerevisiae, Nile Red, multiplex; S. cerevisiae Candida pump triplex; inhibition, % at 10 µM; actives 0.44% (n = 330,000);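 active = plate passing quality check with inhibition over a set limit, or well fluorescence over plate mean plus 4 SD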;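 note: Nile Red retained in pooled yeast measured as flow cytometry median fluorescence; 0% = buffer negative control and 100% = Enniatin B positive control; higher means more Nile Red kept so more efflux inhibition; some compounds called inactive have numbers as strong as hits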
# PME-1 primary: PME-1 inhibitors via competitive probe labeling, primary screen, biochemical, fluorescence polarization, FP-Rh probe, HTS; Protein phosphatase methylesterase 1 (Homo sapiens), Q9Y570; recombinant PME-1; inhibition, % at 5.9 µM; actives 0.53% (n = 320,000);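 active = inhibition above the campaign mean of all compounds plus 3 SD, cut at about 26% in these data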;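 note: competitive labeling of PME-1 active site by serine hydrolase directed probe; 0% = PME-1 with DMSO and 100% = wells lacking PME-1 enzyme; inhibitors block probe labeling so polarization falls and inhibition rises; many of its hits are not listed in these tables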
# BCLXL inh: inhibitors of human Bcl-xL, primary screen, biochemical, fluorescence polarization, HTS | inhibition, % at 10.9 µM | GST-Bcl-xL / FITC-Bim BH3 peptide fluorescence polarization | actives 0.7% (n = 320,000);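 active = inhibition above the mean of all tested compounds plus 3 SD, cutoff set per campaign, cut at about 30% in these data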;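 note: 0% = DMSO wells and 100% = unlabeled Bim-BH3 peptide competitor; inhibitors lower millipolarization by displacing the labeled peptide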
# Target sequence (Q07817 whole entry, looked up): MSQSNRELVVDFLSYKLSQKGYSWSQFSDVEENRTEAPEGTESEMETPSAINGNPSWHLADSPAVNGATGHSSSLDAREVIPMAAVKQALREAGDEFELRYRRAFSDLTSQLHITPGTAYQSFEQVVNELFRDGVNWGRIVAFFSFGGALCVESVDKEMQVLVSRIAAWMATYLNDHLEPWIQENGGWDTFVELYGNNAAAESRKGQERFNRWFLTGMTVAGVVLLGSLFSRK
# VLA-4 inh: inhibition in human VLA-4 binding assay, primary screen, VLA-4 allosteric modulator project, MLPCN library, flow cytometry, VLA-4 expressing cells; AID 2557, 2010; actives 0.2% (n = 330,000); inhibition, % (about 7 µM as worked out from the volumes in the protocol); ligand binding flow cytometry; in the data active = inhibition above about 50%
# Fam108B counter: mouse Fam108B serine hydrolase inhibitors, primary screen, counter-screen for RBBP9 inhibitor project, biochemical, fluorescence polarization; actives 0.33% (n = 300,000); AID 1947, 2009; recombinant Fam108B, FP-Rh probe fluorescence polarization; inhibition, % at 9.51 µM;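 active = inhibition above the screen mean inhibition plus 3 SD, computed separately per campaign, cut at about 18% in these data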;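 note: inhibitors lower polarization as less probe binds the enzyme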
# * marks the source's active call; other numbers are inactive results; · = not tested or not shown. These rows are one share of the data; rates above refer to the full screens.
SMILES,MEX-5 binding,GLD-1 RNA inh,GRK2 aptamer HTS,MCL1 BIM primary,Efflux pump mplx,PME-1 primary,BCLXL inh,VLA-4 inh,Fam108B counter
O=C(NC(=S)NCc1ccco1)c1ccccc1,-1.7,1,0,16,0.0,2,6,5,-1
CC(=O)Nc1ccc(-c2csc(Nc3ccc(Cl)cn3)n2)cc1,2.7,7,1,-2,-0.1,0,1,-12,2
COc1cc(N/C=C(\C(C)=O)c2ccccc2)cc(OC)c1,·,7,3,-2,0.0,2,7,1,1
CCOC(=O)C(Sc1nn(C)c(=S)s1)C(C)=O (stereo unspecified),3.6,5,2,-23,0.0,-3,-15,49,4
Cc1nc(SCc2nc3cc(Cl)c(F)cc3[nH]2)c2oc3ccccc3c2n1,·,-37,0,·,-0.3,·,·,-6,·
CCCn1nnc(NC(=O)c2cccc(OCC)c2)n1,-0.6,6,5,4,0.0,-8,-2,23,-2
CCOC(=O)Cc1c(C)nc2cc(-c3ccc(C)cc3)[nH]n2c1=O,-0.3,-4,1,9,0.1,-18,10,-2,1
Cc1cccnc1NC(=O)c1ccc(Cl)c(S(=O)(=O)N2CCCC2)c1,-0.4,-1,1,-1,-0.4,1,1,5,4
Cc1ccc(S(=O)(=O)N2CCN(C(=O)/C=C/c3ccco3)CC2)cc1,·,-1,20,-10,-0.4,0,-5,7,1
COc1cccc(C2C=C(c3ccc(Br)s3)Nc3ncnn32)c1OC (stereo unspecified),-3.3,2,0,32,0.2,-9,34*,6,7
COc1ccc(/C=N/n2c(-c3cc(C)[nH]n3)n[nH]c2=S)cc1,-2.3,4,0,-21,0.0,-1,-29,1,1
O=C1CC(N2CCC(c3nc4ccccc4s3)CC2)C(=O)N1 (stereo unspecified),-2.2,2,5,-1,0.0,-2,-3,4,1
CCCc1c(C(=O)N/N=C/C(C)=C/c2ccccc2)nnn1-c1nonc1N,2.3,4,5,2,-0.1,4,13,4,3
Cc1ccc(C(=O)NC(=S)NCC2CCCO2)cc1 (stereo unspecified),-1.2,-3,4,4,-0.1,-10,1,5,-7
Cc1ccc(Oc2cc([N+](=O)[O-])cc3c2C(=O)Nc2ccccc2O3)cc1,0.2,-36,6,-55,-0.1,-1,-17,-27,-11
O=C(O)c1n[nH]c2ccccc12,-0.4,0,2,9,-0.1,1,0,6,-4
COc1ccc(/C=C(/C#N)C(=O)Nc2ccc(C)cc2C)cc1C(=O)O,4.4,0,1,0,-0.1,-2,-2,-4,0
CCc1c(C)nc2cc(-c3ccc(OC)c(OC)c3)nn2c1NCC1CC1,4.1,-1,0,-14,0.0,15,-2,6,0
COC(=O)c1ccc2c(=O)n(CCCN3CCOCC3)c(=S)[nH]c2c1,1.9,4,0,4,-0.1,-7,3,-3,-3
CCN(c1cccc(C)c1)S(=O)(=O)c1ccc2c(c1)CCCN2C(C)=O,-1.5,3,3,-6,0.4,2,3,7,2
O=[N+]([O-])c1ccc(N2CCOCC2)c(S(=O)(=O)N2CCOCC2)c1,-0.1,-6,0,7,0.1,4,1,8,1
CN1C(=O)C(C)(C)c2cc(S(=O)(=O)NCC3CCC(C(=O)NCc4ccccc4)CC3)ccc21 (stereo unspecified),1.0,-4,2,-11,0.1,-2,1,26,-1
O=C(NCC1CCCO1)C1CCN(S(=O)(=O)c2cccc3cccnc23)CC1 (stereo unspecified),·,-4,0,1,0.0,5,2,8,1
CCO[C@H]1OC(C(=O)NCc2ccccc2)=C[C@@H](C2CCCCC2)[C@@H]1CCCO,-1.4,4,2,8,0.0,-1,9,-3,7
S=c1[nH]nc(CCc2ccccc2)n1Cc1ccccc1,1.6,1,0,-32,0.1,1,-23,-8,-4

# Only PME-1 primary and Fam108B counter (7 entries from above):
Structure,PME-1 primary,Fam108B counter
O=C(O)c1n[nH]c2ccccc12,1,-4
Cc1ccc(Oc2cc([N+](=O)[O-])cc3c2C(=O)Nc2ccccc2O3)cc1,-1,-11
O=C1CC(N2CCC(c3nc4ccccc4s3)CC2)C(=O)N1 (stereo unspecified),-2,1
O=C(NCC1CCCO1)C1CCN(S(=O)(=O)c2cccc3cccnc23)CC1 (stereo unspecified),5,1
CCN(c1cccc(C)c1)S(=O)(=O)c1ccc2c(c1)CCCN2C(C)=O,2,2
O=C(NC(=S)NCc1ccco1)c1ccccc1,2,-1
S=c1[nH]nc(CCc2ccccc2)n1Cc1ccccc1,1,-4

# The main list resumes, starting 2 compounds before the break.
SMILES,MEX-5 binding,GLD-1 RNA inh,GRK2 aptamer HTS,MCL1 BIM primary,Efflux pump mplx,PME-1 primary,BCLXL inh,VLA-4 inh,Fam108B counter
CCO[C@H]1OC(C(=O)NCc2ccccc2)=C[C@@H](C2CCCCC2)[C@@H]1CCCO,-1.4,4,2,8,0.0,-1,9,-3,7
S=c1[nH]nc(CCc2ccccc2)n1Cc1ccccc1,1.6,1,0,-32,0.1,1,-23,-8,-4
CCOc1ccc(Oc2ccccc2NC(=O)C2=COCCO2)cc1,0.1,9,1,-11,-0.1,-8,-2,-7,-5
CCC(=O)OCC(=O)Nc1cc([N+](=O)[O-])ccc1OC,0.3,0,0,4,-0.3,6,4,5,1
O=C(NC(=S)Nc1ccc(S(=O)(=O)N2CCCCC2)cc1)c1ccccc1,-3.5,3,0,10,-0.1,-6,3,-4,-4
Cc1cccc2c(C(=O)Nc3ccc(Br)cc3)cc(-c3ccccn3)nc12,-1.9,-2,0,7,0.2,4,3,2,-4
COc1ccc(S(=O)(=O)Nc2ccc(N3CCOCC3)cc2)cc1,-0.4,1,5,-2,-0.1,-5,5,-1,2
CCOC(=O)c1cccc(-c2ccc(C=O)o2)c1,-1.3,-2,0,-2,0.0,0,2,·,-1
O=C(Cn1nnc2ccccc21)Nc1ccc(Cl)cn1,1.9,2,1,15,0.0,0,4,12,-4
CC(C)(C)Nc1nc(Oc2ccc(=O)n(-c3ccccc3)n2)nc(N2CCOCC2)n1,-1.8,2,0,3,0.0,0,0,2,1
Cc1ccc(NS(=O)(=O)c2cccc(C(=O)N3CCN(C(=O)c4ccco4)CC3)c2)cc1,·,-3,0,6,0.0,8,3,4,·
NC(=O)C1CCN(CC(=O)NC2CCCc3ccccc32)CC1 (stereo unspecified),0.6,-1,1,-14,0.0,4,-2,12,-1
CN(CC(=O)Nc1ccc(F)cc1)C(=O)COC(=O)c1ccc(-c2ccccc2)cc1,-0.7,4,0,-4,0.1,-10,1,6,-2
CCOc1ccccc1NC(=S)N(CCOC)C1CCN(C(C)=O)CC1,2.4,2,0,5,-0.2,-8,0,-5,3
CCP(=O)(c1cccc([N+](=O)[O-])c1)c1cccc([N+](=O)[O-])c1,1.9,4,0,2,0.1,2,5,3,-3
COc1ccc(N=C2O/C(=C/c3sc(=S)n(CC4CCCO4)c3O)N=C2C#N)cc1 (stereo unspecified),1.9,-12,10,-27,0.1,0,-11,-275,13
CC(C)c1ccc(NC(=S)NC2CCN(Cc3ccccc3)CC2)cc1,0.4,5,0,9,-0.1,-1,4,5,1
C/C(Nc1ccc(Cl)cc1)=C(/C#N)C(N)=O,-2.4,6,3,-5,0.0,4,-1,7,3
O=c1oc2c3c4c(cc2s1)CCCN4CCC3,-32*,76*,25,165*,0.0,3,130*,-12,6
C[C@@H]1COC(=O)[C@H](Cc2ccc(F)cc2)CC/C=C/C[C@@H](CC(=O)N[C@@H](CO)Cc2ccccc2)C(=O)N1,·,8,7,·,-0.1,·,·,-6,·
O=C(CCc1c[nH]c2ccccc12)Nc1ncccc1O,1.4,-2,1,6,0.0,-3,0,-26,-2
CCCCNC(=O)C1CCN(S(=O)(=O)c2c(C)noc2/C=C\c2ccc(OC)cc2)CC1,3.2,2,0,4,0.1,3,4,27,0
COc1ccc(Br)cc1CNc1ccc(O)cc1,·,12,2,19,-0.1,29*,18,-2,4
O=C(NC1CCCC1)c1cc(Cl)ccc1[N+](=O)[O-],4.3,-6,0,-4,0.1,-4,-1,10,-1
CSc1cccc(NC(=O)C2CCN(S(=O)(=O)c3ccc(F)cc3)CC2)c1,0.6,0,0,0,-0.1,9,0,9,0
CCOC(=O)N1CCN(C(=O)Cn2ccc3ccccc3c2=O)CC1,0.4,6,0,-3,-0.1,-4,-2,5,-2
O=C(O)c1nc(N2CCCC2)ncc1Cl,0.7,-3,1,-40,0.0,-1,-16,-3,3

# Carrying on.
SMILES,MEX-5 binding,GLD-1 RNA inh,GRK2 aptamer HTS,MCL1 BIM primary,Efflux pump mplx,PME-1 primary,BCLXL inh,VLA-4 inh,Fam108B counter
CC1=NN(C(=O)CSCc2ccccc2)C(O)(c2ccc(Cl)cc2)C1 (stereo unspecified),1.6,0,0,9,0.0,1,4,31,4
Cn1c(=O)[nH]c(=O)c2c1nc(CN1CCN(c3cccc(Cl)c3)CC1)n2CCc1ccccc1,-2.9,-1,0,-1,0.2,10,1,5,1
Cc1cc(C)n2nc(C(=O)Nc3nnc(C4CC4)s3)nc2n1,-0.5,-5,0,-3,0.2,-11,-2,-1,0
Cn1c(NC(=O)c2cc(Br)ccc2Cl)cc(=O)n(C)c1=O,0.5,1,0,-4,0.1,2,0,22,-2
O=C(CCCn1c(=O)c2ccccc2n(Cc2ccccc2)c1=O)NCc1ccco1,-0.9,9,0,-2,-0.1,6,11,22,-2
COc1ccc(NC(=O)c2ccc(-n3c(C)ccc3C)cc2)c(OC)c1,-3.7,7,0,-2,-0.1,-3,4,5,-4
Cc1nc(N2CCC(C(N)=O)CC2)c2c(-c3cccs3)csc2n1,·,5,0,-3,0.1,3,-3,-7,5
O=C(Nc1ccc(S(=O)(=O)Nc2ncccn2)cc1)c1ccccc1Cl,-1.6,5,3,10,0.0,1,4,4,4
Cc1cc(C)nc(SCC(=O)NN)n1,-7.1,-5,0,7,0.1,2,7,5,2
COc1ccc(CN2CCC(=O)NC2=O)cc1,1.7,1,0,6,0.2,-10,8,-5,6
O=C(O)CCc1nn2c3ccccc3nc2n(CCN2CCCCC2)c1=O,-0.2,-2,0,7,-0.2,0,4,6,3
NC(=O)C1CCN(Cc2nc(-c3ccccc3)no2)CC1,0.5,0,1,11,-0.1,2,8,-13,2
O=C1N/C(=N/O)S/C1=C\c1ccccc1-n1cccn1,-3.2,-5,2,0,-0.4,-3,5,2,-3
